Assay outcomes: PubChem, The Scripps Research Institute Molecular Screening Center
MITF inh = human MITF inhibition, primary screen; O75030; AlphaScreen MITF homodimerization, bead proximity signal; inhibition, % at 2.6 µM; 0.91% of 650,000 active; AID 1259374; in the data active = inhibition above about 50%;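 also: 0% = vehicle wells with protein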
Target sequence (O75030 whole entry, looked up): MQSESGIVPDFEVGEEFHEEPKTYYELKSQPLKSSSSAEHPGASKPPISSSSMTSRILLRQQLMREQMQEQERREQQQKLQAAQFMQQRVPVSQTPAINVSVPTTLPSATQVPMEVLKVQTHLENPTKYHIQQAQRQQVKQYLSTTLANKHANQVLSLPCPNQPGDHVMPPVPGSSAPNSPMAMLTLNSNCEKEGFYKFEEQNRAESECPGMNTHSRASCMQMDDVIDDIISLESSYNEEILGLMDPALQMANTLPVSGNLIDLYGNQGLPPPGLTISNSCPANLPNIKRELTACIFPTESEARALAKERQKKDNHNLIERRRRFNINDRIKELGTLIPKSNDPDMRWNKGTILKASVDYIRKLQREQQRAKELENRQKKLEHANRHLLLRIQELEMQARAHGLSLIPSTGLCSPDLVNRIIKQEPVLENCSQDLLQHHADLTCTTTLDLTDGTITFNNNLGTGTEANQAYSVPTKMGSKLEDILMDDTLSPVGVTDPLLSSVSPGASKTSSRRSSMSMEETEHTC
GPR151 activ = activates the human receptor GPR151 | Q8TDV0 | PathHunter beta-arrestin GPR151 cells, luminescence | activation, % at 11.2 µM | 1% of 650,000 active | AID 1508602; in the data active = activation above about 4.9%;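 also: 0% = median of compound wells and 100% = cells with positive control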
Target sequence (Q8TDV0 whole entry, looked up): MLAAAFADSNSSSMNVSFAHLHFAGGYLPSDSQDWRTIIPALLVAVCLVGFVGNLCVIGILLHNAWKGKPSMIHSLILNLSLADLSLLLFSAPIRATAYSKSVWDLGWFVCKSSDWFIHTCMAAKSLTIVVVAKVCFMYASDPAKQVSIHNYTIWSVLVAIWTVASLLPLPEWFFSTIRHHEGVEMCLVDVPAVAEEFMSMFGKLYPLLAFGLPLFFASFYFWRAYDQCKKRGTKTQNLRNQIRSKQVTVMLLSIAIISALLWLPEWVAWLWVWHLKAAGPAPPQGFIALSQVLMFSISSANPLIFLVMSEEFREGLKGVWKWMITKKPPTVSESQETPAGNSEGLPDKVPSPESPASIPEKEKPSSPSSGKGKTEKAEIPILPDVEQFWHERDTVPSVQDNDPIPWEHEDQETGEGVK
FBW7 activator = activators of human E3 ligase FBW7; Q969H0; AlphaScreen FBW7–phospho-cyclin E peptide binding, activator screen; normalized activity (activation), % at 26.1 µM; 0.13% of 650,000 active; AID 1259310; in the data active = normalized activity above about 1.9%;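 also: purified mutant Fbw7 with reduced substrate affinity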
TEAD-YAP block = TEAD-YAP interaction inhibition; HEK-TIYL cells, TEAD-Gal4/YAP UAS-luciferase luminescence; inhibition, % at 9.12 µM; 1.4% of 640,000 active; in the data active = inhibition above about 32%;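 also: 0% = median of test compound wells and 100% = reference inhibitor wells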
* hit, by the source's call.

For Cc1ccc(-n2cnc3cc(Nc4nnc(-c5ccccc5)c5ccccc45)ccc32)cc1 the results were MITF inh 10.7, GPR151 activ 1.1, FBW7 activator 0.4 and TEAD-YAP block -2.2.
`Cc1ccc(C(=O)NNC(=O)Cn2[nH]c(=O)c3ccccc3c2=O)cc1` gave MITF inh 11.1, GPR151 activ 0.7, FBW7 activator 0.4 and TEAD-YAP block -0.2.
For Cc1cccn2c(=O)c3cc(C(=O)Nc4ccccn4)sc3nc12 the results were MITF inh -7.9, GPR151 activ -0.4, FBW7 activator 0.0 and TEAD-YAP block 3.5.
Screening CCCOc1ccc(C(=O)NC)cc1OC returned MITF inh -4.1, GPR151 activ -2.1, FBW7 activator 0.0 and TEAD-YAP block -2.0.
Screening O=C(Nc1ccc(Cl)cc1)/C(=C/c1ccc2c(c1)OCO2)NC(=O)c1ccc(Br)cc1 returned MITF inh -8.6, GPR151 activ 0.0, FBW7 activator 0.1 and TEAD-YAP block -8.0.
`COc1cc(NC(=O)c2cnc(Nc3ccc4ncccc4c3)s2)cc(OC)c1OC` gave MITF inh 5.9, GPR151 activ 0.8, FBW7 activator -0.2 and TEAD-YAP block 6.0.
O=C1NC(=O)/C(=C/C(=O)c2ccccc2)N1 was read as MITF inh 11.7, GPR151 activ -0.1, FBW7 activator -0.4 and TEAD-YAP block -11.0.
COc1ccc(CN2CCN(C3CCCC3)CC2CCO)c(F)c1 (stereo not given) was read as MITF inh -4.1, GPR151 activ -1.4, FBW7 activator 0.0 and TEAD-YAP block -2.3.
Screening O=C(CC1C(=O)NCCN1CCc1ccccc1)NCCn1cccn1 (stereo not given) returned MITF inh -6.8, GPR151 activ -0.9, FBW7 activator 0.0 and TEAD-YAP block -2.6.
Screening COc1ccccc1-c1nc2s/c(=C/c3ccc(C)o3)c(=O)n2n1 returned MITF inh 19.6, GPR151 activ -1.0, FBW7 activator -0.1 and TEAD-YAP block 1.3.
For Cc1ccc2nc(NC(=O)/C=C/c3cccc([N+](=O)[O-])c3)sc2c1 the results were MITF inh 0.2, GPR151 activ 0.1, FBW7 activator -0.1 and TEAD-YAP block 3.6.
`COc1ccc(OC)c(C(=O)CSc2nc(N)c3c(C)c(C)sc3n2)c1` gave MITF inh -2.7, GPR151 activ -1.5, FBW7 activator -0.5 and TEAD-YAP block -5.9.
For CN1C(C(=O)N2CC3(C)CC2CC(C)(C)C3)CC(c2cccs2)NS1(=O)=O (stereo not given) the results were MITF inh -3.1, GPR151 activ -0.1, FBW7 activator -0.2 and TEAD-YAP block 2.7.
For CCOc1cc(/C=C(/C#N)c2ccc(C(=O)O)cc2)ccc1OCC(N)=O the results were MITF inh -0.2, GPR151 activ 0.2, FBW7 activator 0.2 and TEAD-YAP block 1.3.
`Cc1ccc(C(=O)N2CCN(c3ccc([N+](=O)[O-])cc3C(F)(F)F)CC2)cc1` gave MITF inh 12.3, GPR151 activ -0.5, FBW7 activator 0.2 and TEAD-YAP block -8.6.
`COc1cccc(C(=O)NCc2nnc(SCC(=O)Nc3nccs3)n2-c2ccccc2OC)c1` gave MITF inh -10.8, GPR151 activ -0.4, FBW7 activator 0.1 and TEAD-YAP block 1.9.
For Cc1cccc(OCC(=O)Nc2nccs2)c1 the results were MITF inh -11.1, GPR151 activ -5.9, FBW7 activator 0.0 and TEAD-YAP block 53.5*.
`COc1ccc(C)cc1S(=O)(=O)N1CCCC(C(=O)NCc2ccco2)C1` (stereo not given) gave MITF inh 14.1, GPR151 activ -0.2, FBW7 activator -0.1 and TEAD-YAP block 1.4.
CC(=O)Oc1cccc(/C=C2\N=C(c3ccc(C)c([N+](=O)[O-])c3)OC2=O)c1 was read as MITF inh 15.2, GPR151 activ -1.2, FBW7 activator 0.0 and TEAD-YAP block -2.1.
COc1ccc(-c2nnco2)cc1 was read as MITF inh -4.6, GPR151 activ -1.1, FBW7 activator 0.0 and TEAD-YAP block -5.3.
Screening COc1ccc(-c2nc(NC(=O)c3ccc(Br)cc3)sc2C)cc1[N+](=O)[O-] returned MITF inh 0.6, GPR151 activ 3.3, FBW7 activator -0.2 and TEAD-YAP block 2.9.
Screening Cc1ccc(/C=N/NC(=O)C(O)c2ccccc2)cc1 (stereo not given) returned MITF inh -1.2, GPR151 activ 0.7, FBW7 activator 0.0 and TEAD-YAP block 4.2.
OCC(S)CS (stereo not given) was read as MITF inh -3.9, GPR151 activ 0.9, FBW7 activator 0.0 and TEAD-YAP block 2.0.
For COc1ccccc1Nc1ncnc2c1c(-c1ccccc1)cn2-c1cccc(C)c1 the results were MITF inh 1.7, GPR151 activ 0.7, FBW7 activator -0.1 and TEAD-YAP block -1.4.
For COc1ccc(-c2nc(SCC(=O)Nc3ccc(Cl)cc3)[nH]c(=O)c2C#N)cc1 the results were MITF inh 12.1, GPR151 activ 1.0, FBW7 activator -0.1 and TEAD-YAP block 3.5.
For CCc1ccc(NC(=O)Cn2cnc3sc4c(c3c2=O)CCCC4)cc1 the results were MITF inh 1.2, GPR151 activ 0.3, FBW7 activator 0.1 and TEAD-YAP block 9.4.
O=C(Nc1ccc(-c2nc3ncccc3o2)cc1)c1cccc(Br)c1 was read as MITF inh 10.4, GPR151 activ 1.2, FBW7 activator 0.7 and TEAD-YAP block -4.7.
Screening COCCn1nnnc1C(c1ccccc1F)N1CCN(c2ccc(F)cc2)CC1 (stereo not given) returned MITF inh -2.8, GPR151 activ -1.0, FBW7 activator 0.1 and TEAD-YAP block 3.4.
CC(C)(C)OC(=O)Oc1ccc(Oc2cc(N)cc([N+](=O)[O-])c2)cc1 was read as MITF inh 4.3, GPR151 activ 1.2, FBW7 activator -0.1 and TEAD-YAP block 0.4.
Cc1sc2nc(C)n3c(=O)n(CC(=O)N4CCNC(=O)C4(C)C)nc3c2c1C was read as MITF inh -11.9, GPR151 activ 0.3, FBW7 activator 0.0 and TEAD-YAP block -1.9.
Cc1cccc(NC(=O)C(=O)c2c(O)[nH]c3ccccc23)c1 was read as MITF inh 4.1, GPR151 activ 0.2, FBW7 activator -0.1 and TEAD-YAP block -6.2.
Screening C=CCN1C(=O)C(CC(=O)Nc2ccc(Cl)cc2)S/C1=N/c1nccs1 (stereo not given) returned MITF inh 0.4, GPR151 activ 0.6, FBW7 activator 0.0 and TEAD-YAP block 1.8.
Screening COc1ccccc1N(C)C(=O)CCS(=O)(=O)c1ccc2c(c1)n(C)c(=O)c(=O)n2C returned MITF inh -1.5, GPR151 activ -2.3, FBW7 activator 0.9 and TEAD-YAP block 0.9.
`COc1ccc(OC)c(NC(=O)CSc2nc3ccccc3c(=O)n2-c2ccccc2)c1` gave MITF inh 4.1, GPR151 activ -0.9, FBW7 activator 0.6 and TEAD-YAP block -15.0.
For CCC(=O)Oc1ccc(/C=C(\C#N)c2nnc3n2CCCCC3)cc1OC the results were MITF inh 2.3, GPR151 activ 2.1, FBW7 activator 0.1 and TEAD-YAP block -1.7.
For CC(NC(=O)c1cc2nc(-c3ccc(Br)cc3)cc(C(F)(F)F)n2n1)c1ccccc1 (stereo not given) the results were MITF inh -0.1, GPR151 activ -1.0, FBW7 activator -0.1 and TEAD-YAP block 5.8.
Screening CN(C)c1nc(-c2ccc3[nH]ccc3c2)ccc1C(=O)NCc1ccco1 returned MITF inh -1.6, GPR151 activ -0.8, FBW7 activator 0.0 and TEAD-YAP block -54.1.
COc1cc(N)cc2sc(NC(C)=O)nc12 was read as MITF inh 3.5, GPR151 activ 0.8, FBW7 activator -0.2 and TEAD-YAP block -22.7.
CC(C)(C)OC(=O)N1CCC[C@H]1C(=O)Nc1ccc2[nH]ncc2c1 was read as MITF inh 14.6, GPR151 activ -0.9, FBW7 activator 0.2 and TEAD-YAP block -3.5.
For Cc1nn(C)c(C)c1-c1nc(NCCN2CCOCC2)c2ncn(Cc3ccc(C(F)(F)F)cc3)c2n1 the results were MITF inh -0.9, GPR151 activ -2.1, FBW7 activator -0.1 and TEAD-YAP block -12.2.
For COc1cccc(C(=O)Oc2ccc3c(c2)C(C)=CC(C)(C)N3C(=O)c2cccc(OC)c2)c1 the results were MITF inh -11.4, GPR151 activ -0.3, FBW7 activator -0.1 and TEAD-YAP block -16.3.
`COc1ccc(C2CC(=O)C3=C(C2)NC(C)=C(C(=O)OCCc2ccccc2)C3c2cc3c(cc2[N+](=O)[O-])OCO3)cc1` (stereo not given) gave MITF inh 3.5, GPR151 activ 0.6, FBW7 activator -0.3 and TEAD-YAP block -9.9.
Screening CC(C)C[C@@H]1NC(=O)[C@H]2CN(CC(C)C)CCN2C1=O returned MITF inh 5.7, GPR151 activ 1.5, FBW7 activator -0.1 and TEAD-YAP block -4.7.
For COc1ccc(/C=N\NC(=O)COc2cccc(Cl)c2)c(OC)c1 the results were MITF inh -17.1, GPR151 activ 2.8, FBW7 activator 0.1 and TEAD-YAP block 4.3.
O=C(Cc1ccccc1)NCc1nnc2n1CCN(Cc1ccnc3ccccc13)CC2 was read as MITF inh 3.3, GPR151 activ -0.6, FBW7 activator 0.0 and TEAD-YAP block -5.3.
Screening CC(C)=NOc1nc(NC(=O)NS(=O)(=O)c2ccccc2Cl)nc(N(C)C)n1 returned MITF inh 6.1, GPR151 activ 0.8, FBW7 activator 0.1 and TEAD-YAP block 6.3.
`CCCN(C(=O)c1ccc(-n2cnnn2)cc1)C(C(=O)Nc1c(C)cccc1C)c1ccccc1` (stereo not given) gave MITF inh -3.4, GPR151 activ -1.6, FBW7 activator 0.1 and TEAD-YAP block 9.3.
For CCc1ccc(NC(=O)Cn2cnc3sc(C)c(C)c3c2=O)cc1 the results were MITF inh -8.5, GPR151 activ 1.3, FBW7 activator -0.1 and TEAD-YAP block -6.9.
Screening COC(=O)C1=CN(CC2CCCO2)C=C(C(=O)OC)C1c1ccccc1C(F)(F)F (stereo not given) returned MITF inh -12.8, GPR151 activ 0.2, FBW7 activator 0.1 and TEAD-YAP block -3.8.
Screening COc1ccc(CC(=O)Nc2ncc([N+](=O)[O-])s2)cc1OC returned MITF inh 5.1, GPR151 activ -0.1, FBW7 activator -0.1 and TEAD-YAP block 5.7.
`COc1ccc(CN2CCNC(=O)C2CC(=O)N(C)Cc2cnn(C)c2)c(C)c1C` (stereo not given) gave MITF inh -8.9, GPR151 activ 0.1, FBW7 activator 0.0 and TEAD-YAP block 3.4.
Screening O=S(=O)(c1ccc(N2CCOCC2)c(Cl)c1)N1CCOCC1 returned MITF inh -1.8, GPR151 activ -1.1, FBW7 activator -0.2 and TEAD-YAP block 1.5.
For COc1ccc(C(C)NC(=O)c2cccs2)cc1OC (stereo not given) the results were MITF inh -0.8, GPR151 activ -0.5, FBW7 activator -0.2 and TEAD-YAP block 1.3.
For O=C(CCC1(Cc2cccs2)CCC(=O)N1)NCC1(c2ccccc2)CCOCC1 (stereo not given) the results were MITF inh -17.7, GPR151 activ -1.7, FBW7 activator 0.1 and TEAD-YAP block -1.8.
Screening CCOc1ccc(NC(=O)c2ccccc2NC(=O)CN2CCOCC2)cc1 returned MITF inh -12.1, GPR151 activ 3.4, FBW7 activator -0.1 and TEAD-YAP block -0.6.
For CC(=O)Nc1ccc(C(=O)NC(CC(=O)O)c2cccc([N+](=O)[O-])c2)cc1 (stereo not given) the results were MITF inh 60.3*, GPR151 activ 0.8, FBW7 activator 0.0 and TEAD-YAP block 7.2.
For CCN1C(=O)/C(=C/c2ccc(C(C)C)cc2)NC1=S the results were MITF inh 13.5, GPR151 activ 4.6, FBW7 activator -0.2 and TEAD-YAP block 5.2.
`O=C(c1ccc([N+](=O)[O-])cc1)n1nc(-c2cccnc2)nc1NCc1ccc(F)cc1` gave MITF inh -14.5, GPR151 activ 0.7, FBW7 activator -0.2 and TEAD-YAP block -5.8.
`CC(C)(C)c1ccc(C(=O)NC(=S)Nc2ccc(-c3nc4ncccc4o3)cc2)cc1` gave MITF inh 9.7, GPR151 activ -0.2, FBW7 activator 0.1 and TEAD-YAP block 0.1.
CCc1ccc(S(=O)(=O)Nc2ccc(OC)c(N3CCCC3=O)c2)cc1 was read as MITF inh 1.2, GPR151 activ 1.8, FBW7 activator 0.1 and TEAD-YAP block -2.5.

Quoted at random: seven compounds from above.
Screening C=CCN1C(=O)C(CC(=O)Nc2ccc(Cl)cc2)S/C1=N/c1nccs1 (stereo not given) returned MITF inh 0.4, GPR151 activ 0.6, FBW7 activator 0.0 and TEAD-YAP block 1.8.
Screening CCCOc1ccc(C(=O)NC)cc1OC returned MITF inh -4.1, GPR151 activ -2.1, FBW7 activator 0.0 and TEAD-YAP block -2.0.
`O=C(c1ccc([N+](=O)[O-])cc1)n1nc(-c2cccnc2)nc1NCc1ccc(F)cc1` gave MITF inh -14.5, GPR151 activ 0.7, FBW7 activator -0.2 and TEAD-YAP block -5.8.
`CC(C)(C)c1ccc(C(=O)NC(=S)Nc2ccc(-c3nc4ncccc4o3)cc2)cc1` gave MITF inh 9.7, GPR151 activ -0.2, FBW7 activator 0.1 and TEAD-YAP block 0.1.
`COc1ccc(C)cc1S(=O)(=O)N1CCCC(C(=O)NCc2ccco2)C1` (stereo not given) gave MITF inh 14.1, GPR151 activ -0.2, FBW7 activator -0.1 and TEAD-YAP block 1.4.
For CCOc1cc(/C=C(/C#N)c2ccc(C(=O)O)cc2)ccc1OCC(N)=O the results were MITF inh -0.2, GPR151 activ 0.2, FBW7 activator 0.2 and TEAD-YAP block 1.3.
For CCN1C(=O)/C(=C/c2ccc(C(C)C)cc2)NC1=S the results were MITF inh 13.5, GPR151 activ 4.6, FBW7 activator -0.2 and TEAD-YAP block 5.2.
